Screening results deposited in PubChem by several laboratories.
JNK3 inh – JNK3 (human) kinase inhibition | P53779 | purified JNK3 kinase activity, HTS | inhibition, % at 8 µM | hit rate 0.61% among 60,000 | AID 746; in the data active means inhibition above about 17%;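 further: 0% = DMSO and 100% = reference inhibitor; many of its hits are not listed in these tables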
Target sequence (P53779 whole entry, looked up): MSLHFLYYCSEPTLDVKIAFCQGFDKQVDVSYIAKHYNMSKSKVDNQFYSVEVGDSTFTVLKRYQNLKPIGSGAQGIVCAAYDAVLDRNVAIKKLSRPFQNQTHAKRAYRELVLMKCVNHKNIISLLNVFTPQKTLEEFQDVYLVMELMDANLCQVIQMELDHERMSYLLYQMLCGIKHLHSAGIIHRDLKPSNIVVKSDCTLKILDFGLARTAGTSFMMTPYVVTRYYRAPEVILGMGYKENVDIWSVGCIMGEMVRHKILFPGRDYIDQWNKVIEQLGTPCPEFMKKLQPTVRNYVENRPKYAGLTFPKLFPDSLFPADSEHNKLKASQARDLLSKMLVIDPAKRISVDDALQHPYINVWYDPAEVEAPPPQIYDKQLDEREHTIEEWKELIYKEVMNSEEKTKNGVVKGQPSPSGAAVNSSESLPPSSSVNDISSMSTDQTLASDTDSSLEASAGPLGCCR
C1s inh – blocks human complement C1s protease activity; hit rate 0.16% among 62,000; purified C1s, fluorogenic AMC substrate, pooled mixtures; mean inhibition % of two 10-compound mixtures (stronger effect = higher value), % at 5 µM (by protocol);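 active means inhibition above 20% in each of the two 10-compound mixture wells holding the compound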;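 further: 0% = enzyme wells lacking compound mixture and 100% = no-enzyme blank wells; some compounds called inactive have numbers as strong as hits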
ROCK2 blocker – blocks human Rho kinase 2 activity; purified ROCK2, Kinase-Glo ATP depletion luminescence; inhibition, % at 6 µM; hit rate 0.35% among 60,000; O75116;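 active means inhibition above the screen-wide mean inhibition plus 3 SD, cut at about 18% in these data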;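 further: plate controls were DMSO wells for no effect and Y-27632 control wells after no-enzyme background subtraction for full effect; many of its hits are not listed in these tables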
PKA inh – PKA (human) kinase inhibition. P17612. PKA Kemptide phosphorylation, Kinase-Glo ATP luminescence. inhibition, % at 6 µM. hit rate 0.1% among 65,000. AID 524;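 active means inhibition above the screen-wide mean inhibition plus 3 SD, cut at about 21% in these data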; further: many of its hits are not listed in these tables
Cathepsin G inh – inhibitors of human cathepsin G; P08311; purified enzyme, AMC-tetrapeptide fluorescence, pooled mixtures; inhibition, % at 5 µM (by protocol); hit rate 0.2% among 62,000; AID 581;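 active means inhibition above 20% in each of the two mixture wells holding the compound; inactive means inhibition of 20% or less in either well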;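 further: 0% = enzyme control without mixture and 100% = blank lacking enzyme; strong numbers were not always called active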
Target sequence (P08311 21-244 limits assumed): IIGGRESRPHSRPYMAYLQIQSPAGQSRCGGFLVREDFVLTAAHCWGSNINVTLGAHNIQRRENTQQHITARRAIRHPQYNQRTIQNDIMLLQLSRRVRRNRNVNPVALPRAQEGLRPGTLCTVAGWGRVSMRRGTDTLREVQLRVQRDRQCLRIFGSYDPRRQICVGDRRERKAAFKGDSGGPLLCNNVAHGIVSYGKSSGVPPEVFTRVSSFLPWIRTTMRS
CatS inh – human cathepsin S inhibition; P25774; recombinant cathepsin S, AMC dipeptide fluorescence, pooled mixtures; inhibition, %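 (tested at 5 µM per compound within 10-compound mixtures)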; hit rate 0.06% among 62,000; in the data active means inhibition above about 32%, passing the limit was not always enough;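 further: 0% = enzyme without compound and 100% = blank without enzyme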
FXIIa inh mix – inhibitors of human coagulation factor XIIa, pooled mixtures; purified FXIIa, fluorogenic substrate; inhibition, % at 5 µM; hit rate 0.2% among 62,000; AID 684;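 further: 0% = enzyme without compound and 100% = no enzyme blank; some results filed as inactive read as strong as hits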
FXIa inh mix – inhibitors of human coagulation factor XIa, pooled mixtures | P03951 | purified FXIa, fluorogenic substrate | inhibition, % at 5 µM | hit rate 0.19% among 62,000 | AID 680;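 further: each value is inhibition by a whole ten-compound pool holding the compound; 0% = enzyme with no mixture and 100% = wells lacking enzyme; strong numbers were not always called active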
CatL block – blocks human cathepsin L protease activity. AID 460. hit rate 0.17% among 58,000. purified cathepsin L, fluorogenic substrate, fluorescence. inhibition, %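 (tested at 10 µM)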; in the data active means inhibition above about 45%;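 further: 0% = enzyme with no compound and 100% = no enzyme blank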
Target sequence (P07711 114-288 limits assumed): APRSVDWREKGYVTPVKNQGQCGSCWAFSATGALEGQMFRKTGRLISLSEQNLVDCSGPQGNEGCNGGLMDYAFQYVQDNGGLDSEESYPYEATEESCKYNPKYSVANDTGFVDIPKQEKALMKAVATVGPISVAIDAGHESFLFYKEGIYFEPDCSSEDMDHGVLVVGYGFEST
Target sequence (P07711 292-333 limits assumed): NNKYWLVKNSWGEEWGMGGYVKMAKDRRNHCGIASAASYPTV
The depositor's hits bear a star; / = no result given. Unless noted, no stated cut-off is given here; in the data, active means inhibition above about 20% (passing the limit was not always enough); inactive means the rest.

JNK3 inh	C1s inh	Cathepsin G inh	CatL block	FXIIa inh mix	FXIa inh mix	PKA inh	CatS inh	ROCK2 blocker	SMILES
/	11	3	105*	6	10	5	-9	/	COc1ccccc1-c1cc(C(F)(F)F)nc(N2CCN(c3ccccc3)CC2)n1
-2	19	11	-4	-18	8	-1	-4	4	Cc1csc(NC(=O)c2nc3nccc(C)n3n2)n1
1	-66	-1	9	-5	-14	9	-9	1	COc1cccc(C2CC(=O)Nc3cc4c(cc32)OCCO4)c1OC(C)C (centres undefined)
7	-1	6	13	-2	1	9	5	6	CC1(c2ccc3noc(-c4ccccc4)c3c2)OCCO1
-1	-32	4	19	-10	-8	8	23	7	OCC(CO)(CO)N=Cc1cc(Br)ccc1O
4	1	4	-1	4	4	0	1	2	COC(=O)CSc1nc2c(c(=O)n(C)c(=O)n2C)n1CCCc1ccccc1
-9	-23	-7	20	-2	4	-8	15	-3	COc1ccc(S(=O)(=O)NCc2csc(C)n2)cc1
-8	-2	8	7	6	2	10	4	4	CCOc1ccc(NC(=O)CN2CCN(CC(=O)Nc3cccc(F)c3)CC2)cc1
-5	-9	2	12	10	-5	2	-4	-3	Cc1ccccc1OCc1nnc2n1CC(C)S2 (centres undefined)
1	-44	3	10	3	-5	8	4	4	CCOC(=O)C1CCN(S(=O)(=O)c2cccc(-c3cn4cccc(C)c4n3)c2)CC1
3	15	9	-8	6	8	14	-5	5	Cc1cc2ccccc2c(=O)n1CC(=O)NCC(=O)N1CCN(c2ccccc2F)CC1
4	-35	6	19	3	-7	0	0	2	CCCc1cc(=O)[nH]c(SCC(=O)Nc2cc3c(cc2C(C)=O)OCO3)n1
-3	-46	1	27	16	-5	9	0	8	CC(=O)c1ccc(NS(=O)(=O)Cc2ccccc2)cc1
5	-3	-1	7	7	10	-5	13	-2	O=C(c1ccc(F)cc1)N1CCCCC(Sc2nnc3ccccn23)C1=O (centres undefined)
/	-4	-17	-8	10	-6	2	-7	/	Cc1ccc(N(C(=O)C2CCC(=O)N2)C2(C(=O)NC3CCCCC3)CCCCC2)cc1 (centres undefined)
5	-48	1	-6	2	-12	1	-2	2	COc1ccccc1N1CCN(C(=O)c2cc(-c3ccco3)on2)CC1
-5	-19	-11	-6	2	-8	7	-5	2	O=c1[nH]c(NCc2ccccc2)nc2c1CCCC2
0	11	9	-4	2	5	5	4	4	CC(=O)c1ccc(C(=O)Nc2nnc(-c3ccc(Cl)cc3)o2)cc1
0	-8	-10	10	2	0	5	-5	-10	O=C(NCC1CCCO1)C1C2C=CC3(CN(Cc4cccs4)C(=O)C13)O2 (centres undefined)
-2	15	10	0	-7	7	8	-7	10	COCCNS(=O)(=O)c1ccc(SC)cc1

Single records, from the list above:
`COc1ccccc1-c1cc(C(F)(F)F)nc(N2CCN(c3ccccc3)CC2)n1` in the list: JNK3 inh: /; C1s inh: 11; Cathepsin G inh: 3; CatL block: 105*; FXIIa inh mix: 6; FXIa inh mix: 10; PKA inh: 5; CatS inh: -9; ROCK2 blocker: /
`CC(=O)c1ccc(C(=O)Nc2nnc(-c3ccc(Cl)cc3)o2)cc1` in the list: JNK3 inh: 0; C1s inh: 11; Cathepsin G inh: 9; CatL block: -4; FXIIa inh mix: 2; FXIa inh mix: 5; PKA inh: 5; CatS inh: 4; ROCK2 blocker: 4

Other structures follow.
JNK3 inh	C1s inh	Cathepsin G inh	CatL block	FXIIa inh mix	FXIa inh mix	PKA inh	CatS inh	ROCK2 blocker	SMILES
6	1	1	22	7	-1	11	5	10	CC(=O)N1CC2(C)CN(C(C)=O)CC(C)(C1)C2
-2	11	12	7	-1	3	-8	3	0	CC(C)(C)C(=O)CCN1C(=O)C2(OCCO2)c2ccccc21
2	14	11	10	1	4	6	-1	2	COC(=O)C(C)Sc1nnc(Cc2cc(=O)[nH]c(=O)[nH]2)n1-c1cc(C)ccc1C (centres undefined)
-4	-41	-6	1	9	4	-4	-5	2	CCOc1cccc(NC(=O)c2ccc(S(=O)(=O)N3CCCC3)cc2)c1
9	7	3	1	-1	6	-5	1	4	Cc1cccc2cc(CN(CC3CCCO3)C(=O)c3ccncc3)c(=O)[nH]c12 (centres undefined)
-2	1	4	-1	4	10	11	-3	6	CN1CCN(C(=O)c2cnn3c(C(F)F)cc(C4CC4)nc23)CC1
-5	-82	-1	/	12	-15	5	-10	8	CC(=O)N1CCN=C1SCc1ccc(Cl)cc1
1	5	5	1	5	11	6	-2	4	C=C1Cn2c(nnc2-c2ccc(Cl)cc2)S1
0	-29	-1	-5	4	6	1	-9	6	COc1ccc(C(=O)NCCCCCC(=O)O)cc1OC
2	5	12	12	5	4	-2	14	4	O=C(Nc1ccccn1)C1(c2ccccc2)CCCC1
1	11	10	11	1	5	-1	1	1	CC(C)(C)c1ccc(OCc2nc(-c3ccccn3)no2)c(Br)c1
0	20	-9	2	3	3	-2	13	-1	CCOc1nc(C)ccc1-c1noc(C)n1
0	-13	-6	-5	-1	7	3	-6	-3	CC(C)c1nc(SCC(=O)NCc2ccc3c(c2)OCO3)c2c(=O)n(C)c(=O)n(C)c2n1
6	7	-4	4	7	0	13	5	7	Nc1nc2ccccc2n1/N=C/c1ccc(Br)cc1
-4	-7	0	-3	9	-4	5	7	1	O=C(CSc1nnc(Cn2c(=O)sc3ccccc32)n1CCc1ccccc1)N1CCOCC1
-6	-95	-10	3	0	-5	6	-6	6	O=C1c2cccnc2C(=O)N1Cc1ccco1
-1	5	8	19	-18	4	-10	0	-5	CC(C)(C)c1ccc(C(=O)N2CCC(C(=O)NCc3ccncc3)CC2)cc1
-3	3	9	-2	2	-1	4	-2	-1	Cc1cc(C(=O)CSc2nnc(N)s2)c(C)n1CCc1ccc(F)cc1
-5	-22	-1	-2	-13	-2	1	8	-7	C=C(C)Cn1c(CCNC(=O)C(C)C)nc2ccccc21
-1	11	4	12	10	3	6	12	7	O=C1CC(c2ccc(S(=O)(=O)N3CCN(c4ccccc4)CC3)cc2)CN1 (centres undefined)

Later entries.
JNK3 inh	C1s inh	Cathepsin G inh	CatL block	FXIIa inh mix	FXIa inh mix	PKA inh	CatS inh	ROCK2 blocker	SMILES
-6	12	11	-14	9	9	-6	14	0	Cc1ccc(C(C(=O)NC2CCCCC2)N(CCC(C)C)C(=O)CNC(=O)c2ccco2)o1 (centres undefined)
6	-2	0	-6	2	2	13	-7	6	CCCn1c(/N=C/c2cc(OC)ccc2O)nc2ccccc21
0	5	0	/	4	2	13	3	5	Cc1cc(C)cc(N(CC(=O)N2CCN(c3ccccc3)CC2)S(=O)(=O)c2c(C)noc2C)c1
2	12	8	/	11	8	4	0	5	CN(C(=O)COc1cc(=O)n(C)c2ccccc12)c1ccc(Cl)cc1
-8	-32	-22	/	7	-5	4	-4	-1	NC(=O)CSc1nnc(-c2ccc(S(=O)(=O)N3CCCC3)cc2)n1Cc1ccco1
-1	9	9	/	-22	18	-3	8	-1	Cc1coc2cc3oc(=O)c4c(c3cc12)CCCC4
3	-59	0	-10	-14	-6	4	-14	1	CCCc1cc(=O)n2[nH]c(C)cc2n1
1	-22	-7	-6	0	5	5	16	6	Cc1cccc(OCC(=O)N2CCC(N3CCCCCC3)CC2)c1
-9	-1	7	0	0	1	8	-4	3	COc1ccc(-c2nc(CS(=O)CC(=O)NCCCN3CCCC3)c(C)o2)cc1OC (centres undefined)
4	/	/	19	/	/	4	/	3	O=C1CCCN1c1ccc(S(=O)(=O)NCc2ccco2)cc1
4	-24	7	-1	6	2	-3	-5	-4	O=C(c1cc(-c2ccccc2)nc2ccccc12)N1CCN(c2ccccn2)CC1
2	13	16	-4	2	10	2	37	1	Cc1ccc(NC(=O)N(CCCN2CCOCC2)Cc2cc3cc4c(cc3[nH]c2=O)OCO4)cc1
0	-28	33	5	4	11	6	16	0	Cn1c(CN2CCCC2)nc2cc(NC(=O)c3ccco3)ccc21
5	/	/	-266	/	/	5	/	10	Cc1ccc(S(=O)(=O)c2cc3c(=O)n4cccc(C)c4nc3n(CC3CCCO3)c2=N)cc1 (centres undefined)
0	-25	4	12	7	0	2	5	1	Cc1ccc(CNC(=O)CCc2nc3ccccc3c(=O)[nH]2)cc1
-3	8	-24	5	-4	3	5	1	9	FC(F)(F)c1cc(-c2ccccc2)nc(N2CCCCC2)n1
5	-2	1	0	1	-5	10	-5	3	Cc1noc(/C=C/c2ccco2)c1S(=O)(=O)N1CCC(C(=O)N(C)Cc2ccccc2)CC1
7	-74	-14	14	0	-5	10	4	-2	Cc1nc2ccc(S(=O)(=O)NC(C(=O)N3CCn4c3nc3ccccc34)C(C)C)cc2s1 (centres undefined)
-5	-78	-19	12	-1	-23	8	-4	2	N#CC1=C(N)Oc2c(oc(CO)cc2=O)C12C(=O)Nc1ccc(Cl)cc12 (centres undefined)
2	16	10	10	10	7	4	1	5	CCc1ccc(-c2nn[nH]n2)cc1

Other records
JNK3 inh	C1s inh	Cathepsin G inh	CatL block	FXIIa inh mix	FXIa inh mix	PKA inh	CatS inh	ROCK2 blocker	SMILES
2	-1	0	12	2	7	-9	12	-1	CCCC1C(C(=O)OCC)=C(C)NC(C)=C1C(=O)OCC
5	-5	-4	7	-5	19	6	23	7	Cc1cc(OC2CCCCC2)nc(-c2ccccc2O)n1
/	0	4	4	3	16	-4	-1	/	CN(C)/C=c1\sc2c(C#N)cc(C(=O)c3ccc(Br)cc3)n2c1=O
3	4	-5	9	-5	4	8	1	7	COc1nc2c(C)cccc2cc1-c1noc(-c2ccco2)n1
-4	7	8	/	1	3	11	-4	5	CC1CCCC(C)N1C(=O)Nc1cccc(Cl)c1 (centres undefined)
-2	-56	-9	/	6	5	11	3	2	CCOC(=O)c1c(CN(CC)CC)oc2cc(Br)c(O)cc12
2	10	8	9	-17	0	5	15	2	COc1ccc(CCNC(=O)C2CC2)cc1OC
-1	-13	4	10	5	7	4	11	-1	CC(C)CNc1nc(Oc2ccc(=O)n(C)n2)nc(N2CCOCC2)n1
-2	15	11	0	10	5	7	3	4	Cc1cccc(CS(=O)(=O)Cc2ccc(C(=O)O)o2)c1
-2	4	9	/	0	2	12	4	4	COc1ccccc1CN(Cc1cc2c(C)ccc(C)c2[nH]c1=O)Cc1nnnn1Cc1ccco1
-1	3	7	12	3	3	7	2	6	O=C(COc1ncnc2ccc(Br)cc12)N1CCOCC1
3	-11	-3	/	11	2	7	30	-1	CCOC(=O)CSC(C)C(=O)Nc1nnc(C(C)C)s1 (centres undefined)
0	17	8	3	5	9	-1	3	4	NC(=O)c1cc2n(n1)C(C(F)(F)F)CC(c1ccco1)N2 (centres undefined)
